Compound activity: PubChem BioAssay, National Center for Advancing Translational Sciences (NCATS)
LmPK inhibitor: blocks Leishmania mexicana pyruvate kinase activity; actives 0.37% (n = 290,000); Q27686; Potency, µM (top dose mostly 57.5 µM), inactives show at the highest dose activity change, negative = inhibition, most hits filed as inhibitors; purified LmPK, Kinase-Glo ATP luminescence, 1 h; note: potency is the fitted concentration of half-maximal effect
Target sequence (Q27686 whole entry, looked up): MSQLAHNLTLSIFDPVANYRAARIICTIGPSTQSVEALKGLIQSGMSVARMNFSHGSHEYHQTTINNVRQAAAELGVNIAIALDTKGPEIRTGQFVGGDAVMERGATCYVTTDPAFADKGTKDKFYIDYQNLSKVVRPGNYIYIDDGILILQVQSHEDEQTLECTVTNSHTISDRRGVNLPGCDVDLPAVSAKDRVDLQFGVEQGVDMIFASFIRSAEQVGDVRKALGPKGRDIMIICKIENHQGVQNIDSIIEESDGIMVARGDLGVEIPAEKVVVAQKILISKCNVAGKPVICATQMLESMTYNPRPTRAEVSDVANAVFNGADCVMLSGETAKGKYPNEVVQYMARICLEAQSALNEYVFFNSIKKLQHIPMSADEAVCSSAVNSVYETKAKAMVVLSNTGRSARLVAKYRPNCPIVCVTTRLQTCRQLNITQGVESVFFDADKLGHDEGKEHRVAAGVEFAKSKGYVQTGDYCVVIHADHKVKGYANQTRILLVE
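0.1 nM LmPK, 0.5 mM PEP, 0.1 mM ADP; 50 mM imidazole pH 7.2, 7 mM MgCl2, 50 mM KCl; 1 h RT. Kinase-Glo luminescence readout, normalized to no-enzyme (full inhibition) and uninhibited wells.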
AmpC inh detg: blocks E. coli AmpC beta-lactamase in detergent assay | AID 485294 | actives 0.041% (n = 370,000) | Potency, µM (top dose mostly 114 µM), inactives show at the top dose activity change, negative = inhibition, hits mostly inhibitors | AmpC hydrolysis of nitrocefin, absorbance 480 nm, 0.01% Triton;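 note: potency is the fitted concentration of half-maximal effect; 0% = no-compound wells and -100% = no-enzyme wells; nearly all actives have a fitted effect of over 25% in size; some results filed as inactive show a strong effect at the top dose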
Target sequence (P00811 whole entry, looked up): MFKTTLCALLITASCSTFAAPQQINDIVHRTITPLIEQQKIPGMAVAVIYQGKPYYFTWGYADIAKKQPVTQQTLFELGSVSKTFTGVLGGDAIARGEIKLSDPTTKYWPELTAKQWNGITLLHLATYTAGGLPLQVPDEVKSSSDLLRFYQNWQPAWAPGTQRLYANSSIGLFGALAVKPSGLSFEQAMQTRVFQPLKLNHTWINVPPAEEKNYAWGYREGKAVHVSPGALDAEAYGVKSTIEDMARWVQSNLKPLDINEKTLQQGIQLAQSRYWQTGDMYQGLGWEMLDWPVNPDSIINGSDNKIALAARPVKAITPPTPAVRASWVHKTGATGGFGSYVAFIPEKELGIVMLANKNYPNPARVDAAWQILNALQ
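20 mM phosphate pH 7.0 + 0.01% (detergent screen) or 0.0001% Triton X-100; 5.3 nM AmpC reagent; cpd preinc 15 min RT; nitrocefin (800 uM stock) to start; A480 q20 s × 4 min; Activity was normalised to no-enzyme and no-compound control wells.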
AMA1 RON2 block: AMA1-RON2 (P. falciparum) interaction inhibition. AlphaScreen AMA1-biotinylated RON2 peptide binding. Potency, µM (top dose mostly 58.2 µM), for the others: top-dose activity change, negative = inhibition, hits mostly inhibitors. actives 0.2% (n = 360,000);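 note: potency is the fitted concentration of half-maximal effect; 0% = vehicle wells and -100% = peptide control; nearly all actives have a fitted effect of over 45% in size; some results filed as inactive show a strong effect at the top dose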
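AMA1 (3D7) with his tag at 25 nM final met compounds first, then biotinylated RON2 peptide at 25 nM; detection used donor plus acceptor beads, 10 µg/mL apiece, read by AlphaScreen after 30 min at room temperature.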
TbPYK inhibitor: inhibitors of Trypanosoma brucei pyruvate kinase; Q57TT1; TbPYK enzyme, Kinase-Glo Plus ATP luminescence, 45 min; Potency, µM (highest dose often 76.8 µM), for the others: top-dose activity, negative = inhibition, most hits filed as inhibitors; actives 0.12% (n = 410,000); AID 624173; note: potency is the fitted concentration of half-maximal effect; nearly all actives have a fitted effect of over 50% in size
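Enzyme and substrate buffer are dispensed first and compound is pin-transferred. ADP at 130 uM final then starts the reaction, which runs 45 min at room temperature. Detection reagent is added for 10 min before luminescence is imaged.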
HCMV inh: blocks human cytomegalovirus replication. HFF cells, HCMV-luciferase reporter, 72 h; hits give low values. activity change, negative = inhibition, % at 57.5 µM. actives 4.5% (n = 410,000); in the data active = activity change below about -60%; inconclusive = no clear call, values can overlap the other calls; inactive = above about -39%
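Luciferase read-out from HCMV-luciferase-infected HFFs (MOI 1 PFU/cell) 72 h post infection at 37C; compounds added after 16 h cell attachment; activity normalized between buffer-only basal and Salinomycin (10uM) inhibitor controls.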
HCV inhibitor: blocks hepatitis C virus; actives 3.4% (n = 340,000); Potency, µM (series often up to 41.8 µM), for the others: top-dose activity change, negative = inhibition, hits mostly inhibitors; Huh7.5.1 HCVcc-Cre infection, luciferase reporter, 44 h; note: potency is the fitted concentration of half-maximal effect
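Antiviral activity was scored by luciferase reporter output from cells infected with HCVcc-Cre (~0.5 moi) in presence of compound, 44 h infection period, cells seeded 1,000/well 4 h prior.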
AmpC no deterg: blocks E. coli AmpC beta-lactamase in detergent-free assay; P00811; AmpC nitrocefin hydrolysis, absorbance 480 nm, 0.0001% Triton; Potency, µM (highest dose often 57.1 µM), without a hit: at the highest dose activity change, negative = inhibition, hits mostly inhibitors; actives 0.52% (n = 330,000); AID 485341;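 note: potency is the fitted concentration of half-maximal effect; plate controls were no compound for no effect and no enzyme for full effect; nearly all actives have a fitted effect of over 20% in size; some results filed as inactive show a strong effect at the top dose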
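20 mM phosphate pH 7.0 + 0.01% (detergent screen) or 0.0001% Triton X-100; 5.3 nM AmpC reagent; cpd preinc 15 min RT; nitrocefin (800 uM stock) to start; A480 q20 s × 4 min; Activity was normalised to no-enzyme and no-compound control wells.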
* hit, by the source's call; ? = inconclusive; · = not tested or not shown; [ ] = another dose, or the depositor's remark. Unless noted, calls come from the whole dose curve; as a rule, active = well fitted curve in the direction sought with a large enough effect; inconclusive = small, poorly fitted or top-dose-only effect, or another doubt; inactive = no such curve, though single readings can be large; an effect the other way counts as inactive or inconclusive. Unless noted, % is set by controls: 0 for no effect and ±100 for the full control effect.

Structure | TbPYK inhibitor | AmpC no deterg | AMA1 RON2 block | LmPK inhibitor | HCMV inh | HCV inhibitor | AmpC inh detg
CN(c1ccc(C(=O)N2CCN(Cc3ccccc3)CC2)cc1)S(=O)(=O)c1ccc(Cl)cc1 | -3% | 191%[activator] | -1% | -6% | -63* | 10µM* | 3%
Cc1ccc(S(=O)(=O)N(CC(O)CN2C(=O)NC(C)(C)C2=O)c2cccc([N+](=O)[O-])c2)cc1 (stereo unspecified) | -8% | 119%[activator] | 2% | -4% | 12 | 28% | 0%
COc1ccc(NC(=O)N2CCCC2C(=O)Nc2ccccc2F)cc1 (stereo unspecified) | -10% | -7% | -15% | -5% | -19 | 0% | 2%
CSCC[C@@H](C(=O)Nc1cccc(F)c1)N1Cc2ccccc2C1=O | -2% | · | · | · | -3 | · | 11%
Cn1cccc1/C=C(\C#N)c1ccccc1 | -5% | -21% | ? | 14% | 17 | ? | 6%
CCOc1ccc(N2C(=O)CC(N(Cc3ccco3)C(C)=O)C2=O)cc1 (stereo unspecified) | 0% | 50% | -17% | 4% | -35 | 5% | -1%
CC(C)Cc1nc2sc3c(NCc4ccco4)ncnc3c2c2c1COC(C)(C)C2 | -1% | -5% | -4% | 0% | -30 | ? | 3%
CCc1cc(=O)oc2cc3occ(C)c3cc12 | 0% | -18% | 6%[2.32 µM] | 0% | 17 | ? | 5%
CCOc1cc(NC(=O)Nc2ccccc2)c(OCC)cc1NC(=O)CC | 5% | -16% | -6% | 3% | 13 | -23% | ?
C[C@H](CO)N1C[C@H](C)[C@@H](CN(C)C(=O)CCC(F)(F)F)OCc2cnnn2CCCC1=O | 0% | · | 9% | · | -11 | · | ·
O=C(COC(=O)c1ccc(NS(=O)(=O)c2cccs2)cc1O)NC1CCCCC1 | 5% | -56% | 17% | 7% | 0 | ? | -2%
O=C(CCS(=O)(=O)c1ccc(Br)cc1)NCc1cccs1 | 3% | -12% | -13% | -10% | -23 | 5% | -2%
CCCc1cc(=O)[nH]c(SCC(=O)c2c(C)[nH]c3ccccc23)n1 | -2% | 4% | 7% | -15% | -21 | -3% | 7%
Cc1ccc(C)c(N2CCN(C(=O)c3cnn(-c4ccccc4Cl)c3C3CCN(C(=O)OC(C)(C)C)CC3)CC2)c1 | -2% | · | · | · | 5 | · | 8%
COCCNC(=S)N1CCN(C)CC1 | 18% | -8% | ? | -2% | 0 | 10% | -1%
COc1cccc(-c2cnc(C(O)c3ccc(F)cc3C)[nH]2)c1 (stereo unspecified) | 8% | · | -12% | · | 2 | · | ·
N#CCSc1ccccc1NC(=O)CN1C(=O)NC(CCc2ccccc2)C1=O (stereo unspecified) | 0% | · | 18% | · | 30 | · | ·
CN1CCN(C(=O)Cn2c(-c3cccs3)cc3ccccc32)CC1 | 4% | · | · | · | -15 | · | 0%
O=C(COC(=O)c1cccc(S(=O)(=O)N2CCCC2)c1)NCc1ccccc1 | -11% | -13% | -3% | -8% | 7 | -13% | 5%
O=C(COc1ccc(Cl)cc1)Nc1ccc(CN2CCOCC2)cc1 | 6% | 15% | -6% | · | 0 | ? | 4%
CCOc1ccccc1NC(=O)c1ccccc1N(C)S(C)(=O)=O | -16% | -13% | 9% | -12% | -22 | 12% | -2%
COc1cccc(CN(C)C(=O)CNC(=O)c2sc3ccccc3c2Cl)c1OC | -13% | 34% | -15% | · | -35 | ? | 0%
COc1ccc(C(=O)NC(=S)NCc2ccco2)cc1Br | 9% | -43% | -2% | 3% | -38 | -27% | 13%
OC(COc1ccc2c(c1)CCC2)Cn1cnc2ccccc21 (stereo unspecified) | 7% | 21% | -1% | -5% | -32 | ? | 0%
CCC(C)c1ccc(OCCCCN2CCOCC2)cc1 (stereo unspecified) | -10% | 64%[activator] | -13% | -4% | -18 | -2% | 1%
CC(=Nc1ccccc1O)c1sc2ccccc2c1O | 2% | 7.1µM* | 65%[activator] | 4% | 37 | ? | -5%
COc1cc(NC(=O)c2ccccc2)c(OC)cc1NC(C)=O | -4% | -14% | -2% | 8% | 9 | -22% | -10%
C[C@H](CO)N1C[C@H](C)[C@@H](CN(C)Cc2ccncc2)Oc2ccc(NC(=O)Cn3cnnn3)cc2C1=O | -1% | 1% | 7% | · | -14 | -6% | ·
CCOc1cccc2cc(-c3nc4ccc(C(=O)O)cc4[nH]3)c(=O)oc12 | 3% | -18% | · | · | 47 | · | -10%
Cn1c(=O)c2[nH]c(NN=Cc3ccc(Br)cc3)nc2n(C)c1=O | 9% | · | 50%[activator] | · | 12 | -5% | ·

The final 2 records of the section above come first, to join the parts:
Structure | TbPYK inhibitor | AmpC no deterg | AMA1 RON2 block | LmPK inhibitor | HCMV inh | HCV inhibitor | AmpC inh detg
CCOc1cccc2cc(-c3nc4ccc(C(=O)O)cc4[nH]3)c(=O)oc12 | 3% | -18% | · | · | 47 | · | -10%
Cn1c(=O)c2[nH]c(NN=Cc3ccc(Br)cc3)nc2n(C)c1=O | 9% | · | 50%[activator] | · | 12 | -5% | ·
CCCc1nn2c(=O)cc(COC(=O)c3ccc(NC(=O)CCc4ccccc4)cc3)nc2s1 | -3% | · | · | · | 51 | · | 1%
COc1ccc(C(=O)Cn2nnc(-c3ccccc3NC(=O)C3CC3)n2)cc1 | -1% | -10% | -11% | 3% | -18 | -13% | ?
CCCN(CC(=O)Nc1ccccc1C)C(=O)Cc1c(C)nc2ccccc2c1C | -3% | 94%[activator] | -7% | · | -32 | -3% | 6%
CCCCCC(=O)Nc1ccc(-c2csc(C)n2)cc1 | 11% | 3% | 7% | 1% | 59 | 11% | -10%
Cc1ccc(-n2nc(CO)c(C(=O)NCc3cccnc3)n2)cc1 | -2% | · | · | · | 50 | · | 18%
COc1ccc(CCNC(=O)C2CCC(CNS(=O)(=O)c3ccc(C)cc3)CC2)cc1OC (stereo unspecified) | 0%[15.4 µM] | · | · | · | 0 | · | 1%
COc1ccc(NC2=CC(=O)CC(c3ccccc3)C2)c(OC)c1 (stereo unspecified) | 1% | -7% | -11% | 1% | -22 | -2% | -1%
O=C(COC(=O)c1cccc(S(=O)(=O)N2CCCC2)c1)c1ccc(F)cc1 | -8% | · | -9% | · | 32 | · | ·
Cc1ccc(C)c(S(=O)(=O)N2CCCOC2CNC(=O)C(=O)NCCc2ccccc2)c1 (stereo unspecified) | -21% | 51% | -16% | -3% | ? | -14% | 1%
Cc1ccc(C)c(NC(=O)COc2cccc3c2CCN(Cc2ccccc2)C3=O)c1 | -10% | -9% | 10% | 0% | -11 | ? | -7%
CCC(C)c1ccc(C(CC)NC(=O)C2CCCO2)cc1 (stereo unspecified) | -5% | 37% | 9% | -1% | -37 | 10µM* | -4%
Cc1cc(F)ccc1S(=O)(=O)NCC(c1ccc2c(c1)OCO2)N1CCOCC1 (stereo unspecified) | 4% | 33% | -13% | · | -3 | 1% | -3%
CCCc1c(C(=O)N/N=C/c2cccc3ccccc23)nnn1-c1nonc1N | -5% | -33% | 12% | 0% | 0 | ? | 2%
Cn1c(=O)[nH]c(=O)c2c1nc(SCC(=O)Nc1ccccc1)n2Cc1ccccc1 | -7% | -20% | -11% | 9% | 25 | 11µM* | ?
CCC(C)NC(=O)CSc1nc2c(sc3ccccc32)c(=O)n1CCc1ccc(OC)c(OC)c1 (stereo unspecified) | -6% | · | · | · | 20 | · | 1%
COc1cccc(NC(=O)CN2C(=O)CSc3ccc(S(=O)(=O)N4CCCC4)cc32)c1 | 2% | · | · | · | -40 | · | 2%
C#CCOC(=O)Nc1cccn(Cc2c(Cl)cccc2Cl)c1=O | 2% | -26% | -5% | 3% | ? | ? | -4%
Cc1cccc(COCC(Cc2ccccc2)N2CCN(C(=O)c3cccc(Cl)c3)CCC2=O)c1 (stereo unspecified) | 2% | 111%[activator] | 1% | 3% | 3 | ? | ?
CCC(C)[C@H](NC(=O)N1CC(=O)Nc2ccccc21)C(=O)N[C@H](Cc1c[nH]c2ccccc12)C(=O)O (stereo partly specified) | -11% | 5% | 22% | -3% | -30 | ? | ?
COc1ccc(CCNC(=O)c2ccc(CNc3nc(=S)[nH]c4ccccc34)cc2)cc1OC | 6% | -3% | 36%[activator] | 1% | -18 | 10µM* | 5%
COc1cccc(NC(=O)C2CCN(C(=O)[C@@H]3Cc4ccccc4CN3C(=O)OC(C)(C)C)CC2)c1 | -7% | 123%[activator] | 18% | 8% | -19 | -16% | 0%
CCN(CC)CC1CN(N=Cc2ccc([N+](=O)[O-])o2)C(=O)O1 (stereo unspecified) | 1% | · | 1% | · | -39 | ? | ·
CN(C)Cc1c(O)ccc2cc(-c3nc4ccccc4n3C)c(=O)oc12 | -4% | -7% | 5% | 3% | 167 | 7% | -5%
O=C(O)/C=C/C(=O)Nc1ccc(F)cc1F | -2% | -27% | 4% | -3% | -22 | -6% | -1%
COC(=O)CSc1nc2ccccc2c(=O)n1Cc1ccccc1 | 1% | -20% | 0% | 2% | -15 | ? | 6%
COc1ccc(-c2nnc(SCc3nc4ccccc4c(=O)[nH]3)o2)cc1 | 6% | -4% | -7% | 3% | -27 | -8% | 8%
O=[N+]([O-])CC1(n2nc3ccccc3n2)CCCCC1 | 1% | -7% | 1% | · | · | 1% | 1%
Cc1ccc(/C(O)=C2/C(=O)C(=O)N(c3ccccn3)C2c2cccc([N+](=O)[O-])c2)cc1 (stereo unspecified) | -1% | -40% | -4% | 6% | -4 | 10% | -11%
Clc1ccccc1-c1nnc(-c2ccccc2CNc2ccccc2)o1 | -3% | · | · | · | 49 | · | 4%
CC1CCc2c(sc3nc(SCC(=O)NCc4ccco4)nc(N)c23)C1 (stereo unspecified) | -7% | -7% | -10% | 0% | 1 | ? | -10%
O=C(NC1CCCCC1)C(c1cc2c(cc1[N+](=O)[O-])OCO2)N1CCCCC1 (stereo unspecified) | · | -1% | · | 1% | · | · | -14%
Cc1c(C(=O)OCc2ccccc2)[nH]c2c1C(=O)CC(c1ccco1)C2 (stereo unspecified) | -3% | ? | -21% | 4% | · | ? | -7%
Cc1c(NC(=O)c2ccc3c(c2)OCO3)cccc1-c1nc2ccccc2s1 | -6% | -36% | -3% | 5% | -27 | -8% | ?

Copied from the list:
TbPYK inhibitor result of Cc1ccc(C)c(S(=O)(=O)N2CCCOC2CNC(=O)C(=O)NCCc2ccccc2)c1 (stereo unspecified) reads -21%
AMA1 RON2 block result of COc1ccc(C(=O)Cn2nnc(-c3ccccc3NC(=O)C3CC3)n2)cc1 reads -11%
LmPK inhibitor result of Cc1c(C(=O)OCc2ccccc2)[nH]c2c1C(=O)CC(c1ccco1)C2 (stereo unspecified) reads 4%
AmpC inh detg result of O=C(NC1CCCCC1)C(c1cc2c(cc1[N+](=O)[O-])OCO2)N1CCCCC1 (stereo unspecified) reads -14%
